# PvdQ acylase: P. aeruginosa PvdQ acylase inhibition | 0.063% of 340,000 active | inhibition, % at 10 µM | AID 488965 | purified PvdQ acylase, fluorescence plate reader; in the data active = inhibition above about 30%, passing the limit was not always enough; inconclusive = no clear call, values can overlap the other calls;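 note: 0% = vehicle neutral wells and 100% = reference inhibitor wells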
# MITF TRPM1 HTS: MITF TRPM1 promoter activation in melanoma cells | activation, % at 12.5 µM | SK-MEL-5 TRPM1-promoter luciferase, 24 h; % of positive control, neutral wells = 0 | 0.75% of 300,000 active | AID 588334;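 active = mean activation of at least 80% with every replicate also reaching 80%; inconclusive = mean reaches 80% but some replicate falls short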;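 note: 0% = neutral control wells and 100% = parthenolide positive control wells; values of inactives mirror those of a sister screen read the other way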
# Rtt109 Vps75: blocks Candida albicans Rtt109/Vps75 acetyltransferase activity; 0.16% of 330,000 active; inhibition, % at 34.9 µM; purified Rtt109/Vps75, ThioGlo CoA-SH fluorescence, 4 h; Q5AAJ8; AID 540336;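 active = inhibition of at least 50% in every replicate; inconclusive = best replicate reaches 50% inhibition but some replicates fall short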
# Target sequence (Q5AAJ8 whole entry, looked up): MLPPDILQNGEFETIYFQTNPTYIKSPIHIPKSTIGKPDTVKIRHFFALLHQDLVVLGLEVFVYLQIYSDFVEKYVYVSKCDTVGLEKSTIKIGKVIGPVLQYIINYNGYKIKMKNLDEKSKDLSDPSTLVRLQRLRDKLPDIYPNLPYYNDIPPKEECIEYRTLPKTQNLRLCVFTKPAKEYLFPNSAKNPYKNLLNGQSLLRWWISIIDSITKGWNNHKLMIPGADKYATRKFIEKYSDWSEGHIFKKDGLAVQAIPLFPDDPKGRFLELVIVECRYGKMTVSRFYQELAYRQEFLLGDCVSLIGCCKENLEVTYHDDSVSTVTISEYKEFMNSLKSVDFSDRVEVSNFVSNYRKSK
# SR-BI uptake up: enhances SR-BI lipid uptake from DiI-HDL; activation, % at 12.5 µM; CHO ldlA[mSR-BI] cells, DiI-HDL uptake fluorescence, 3 h; 100 = double the neutral-control signal; 0.096% of 320,000 active;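 active = mean replicate activation of at least 60% and every replicate at or above 60%; inconclusive = mean or all-replicate condition met, but not both; inactive = mean below 60% and not all replicates reaching 60%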;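 note: 0% = median plate neutral-control signal and 100% = twice that signal; values of inactives mirror those of a sister screen read the other way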
#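 Material: SR-BI-overexpressing, LDLR-lacking CHO cells; schedule: compound exposure 3 h, 37 °C; reagent: DiI-labelled HDL at 10 µg/mL final; technique: bottom-read fluorescence, 550/595 nm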
# CAL PDZ FP-1: blocks peptide binding to the human CAL PDZ domain; 0.92% of 300,000 active; Q9HD26; inhibition, % at 24.9 µM; purified CAL PDZ, TMR-peptide fluorescence polarization, 1 h; AID 602252;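 active = mean inhibition of at least 30% with at least half of replicates also reaching 30%; inconclusive = no clear call, values can overlap the other calls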;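 note: 0% = DMSO neutral control and 100% = excess unlabeled competitor peptide PRC23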
# PfHsp90 yeast 2: inhibits growth of yeast expressing Plasmodium falciparum Hsp90; 0.32% of 310,000 active; S. cerevisiae expressing PfHsp90, BacTiter-Glo ATP, 48 h; yeast lacking PDR1 and PDR3 efflux regulators; AID 504621; inhibition, % at 9.4 µM;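 active = every replicate shows inhibition above about 80%, whatever the replicate mean, limit read from the data; inconclusive = mean inhibition reaches the set limit but some replicate falls short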;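 note: 0% = DMSO neutral controls and 100% = 20 µM radicicol positive controls; yeast relying on Plasmodium falciparum Hsp90 in place of its own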
# CAL PDZ FP-2: human CAL PDZ-peptide interaction inhibition; AID 504414; purified CAL PDZ, TMR-peptide fluorescence polarization, 1 h; inhibition, % at 20 µM; 0.02% of 330,000 active;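 active = highest replicate inhibition of at least 40%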;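 note: plate controls were DMSO neutral control wells for no effect and unlabeled competitor peptide control wells for full effect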
#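 Test system: tagged CAL PDZ domain / Buffer or medium: sodium phosphate/NaCl buffer pH 7.4 with TCEP, IgG, Thesit / Reagent: TMR-labelled reporter peptide T*-PRC34 bound in PDZ groove / Compound dosing: single point, 20 µM / Schedule: 1 h incubation at room temperature before polarization reading / Technique: fluorescence polarization (mP) / Benchmarks: unlabelled peptide, DMSO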
# dFosB act: activators of mouse delta FosB homodimer; P13346; activation, % at 25 µM; 0.99% of 340,000 active; purified delta FosB, TAMRA-CDK5 oligo fluorescence polarization; percent of positive-control signal above neutral wells;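 active = mean activation above about 17%, with every replicate also reaching it, limit read from the data, passing the limit was not always enough; inconclusive = only one of the two conditions met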;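 note: fluorescence polarization rise as delta FosB binds a TAMRA Cdk5 AP-1 oligo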
# SR-BI HDL uptake: inhibitors of mouse SR-BI mediated HDL lipid uptake. Q61009. ldlA[mSR-BI] CHO cells, DiI-HDL uptake fluorescence, 3 h. inhibition, % at 12.5 µM. 0.96% of 320,000 active. AID 488896;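 active = mean replicate inhibition of at least 70% and a set share of replicates each scoring 70 or more; inconclusive = meets just one of the two criteria; inactive = fails both criteria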;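 note: 0% = median of neutral control wells and 100% = median of positive control wells; values of inactives mirror those of a sister screen read the other way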
# Target sequence (Q61009 whole entry, looked up): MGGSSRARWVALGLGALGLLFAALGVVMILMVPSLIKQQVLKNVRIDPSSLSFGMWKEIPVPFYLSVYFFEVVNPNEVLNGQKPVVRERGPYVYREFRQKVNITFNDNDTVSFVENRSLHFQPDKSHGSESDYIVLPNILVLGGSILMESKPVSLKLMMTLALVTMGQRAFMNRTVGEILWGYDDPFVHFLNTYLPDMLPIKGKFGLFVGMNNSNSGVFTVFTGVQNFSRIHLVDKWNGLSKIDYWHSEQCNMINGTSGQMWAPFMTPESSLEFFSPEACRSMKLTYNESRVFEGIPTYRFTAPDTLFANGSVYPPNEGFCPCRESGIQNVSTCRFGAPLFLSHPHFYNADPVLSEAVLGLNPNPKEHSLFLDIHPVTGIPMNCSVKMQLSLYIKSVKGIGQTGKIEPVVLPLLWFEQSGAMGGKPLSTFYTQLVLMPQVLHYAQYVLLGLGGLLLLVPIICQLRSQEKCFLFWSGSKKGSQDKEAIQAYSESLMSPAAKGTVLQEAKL
# NSD2 inh: NSD2 (human) methyltransferase inhibition; NSD2 peptide methylation, AlphaScreen, 120 min; AID 743445; O96028; 0.54% of 310,000 active; inhibition, % at 12.5 µM; in the data active = inhibition above about 50%
# The depositor's hits bear a star; ? = inconclusive; . = not tested or not shown.
SMILES,PvdQ acylase,MITF TRPM1 HTS,Rtt109 Vps75,SR-BI uptake up,CAL PDZ FP-1,PfHsp90 yeast 2,CAL PDZ FP-2,dFosB act,SR-BI HDL uptake,NSD2 inh
CC1(C)NC(=O)N(CNc2cc(Cl)ccc2Cl)C1=O,-8,-3,2,1,0,-10,-0.5,0,-1,-3
Cn1c(N)c(C(=O)COC(=O)C(Cc2ccccc2)NC(=O)c2ccccc2)c(=O)n(C)c1=O (configuration not stated),-7,-7,-6,-5,-3,-2,-3.4,-6,5,0
COC(=O)/C(=C\c1c[nH]c2ccccc12)NC(C)=O,0,-7,3,-1,-2,-1,.,1,1,2
Cc1c(C(=O)OCC(=O)c2c(N)n(CC(C)C)c(=O)n(C)c2=O)oc2ccccc12,-13,.,5,-29,-7,.,-0.1,9,29,-1
CC1CC(C)(C)OC(c2ccc(C(C)C)cc2)O1 (configuration not stated),-16,22,2,14,.,.,-1.4,1,-14,-2
COC(=O)C1CSC(C(=O)OC)N1C(=O)CN1CC(C)OC(C)C1 (configuration not stated),-8,12,10,6,-2,11,.,2,-6,0
Cc1nn(C)cc1CNC(=O)Nc1ccc(Br)cc1Cl,-1,.,1,10,-2,.,.,3,-10,-3
CN(C(=O)c1ccc(NC(=O)Cc2ccc(NC(=O)C3CCN(C(=O)c4ccccc4)CC3)cc2)cc1)C1CC1,1,7,8,-14,-21,-36,0.0,-2,14,.
Cc1onc(-c2ccccc2Cl)c1C(=O)Nc1ccccc1,4,8,0,17,-6,-19,.,1,-17,-4
Cc1nc2cc(O)ccc2n1C,11,1,18,9,-6,-4,2.7,-2,-9,3
O=C(O)CN1C(=O)CNC1=O,-6,0,-13,26,-2,-1,-0.3,2,-26,-2
COc1cc(C)nc(NS(=O)(=O)c2ccc(C)cc2)n1,-25,-10,1,.,3,-21,-5.0,-1,.,0
COc1cc(C)c(NC(=O)C(=S)N2CCCC2)cc1C,-11,-6,-15,-4,1,6,-0.2,-8,4,24
CC(C)(C)NC(=O)NC(=O)COC(=O)c1cc(=O)[nH]c2ccccc12,-10,-2,-3,-2,-1,5,-2.5,-1,2,0
CCn1c(=O)c(CCC(=O)NCC2CCCO2)c(C)c2c(C)nn(-c3ccccc3)c21 (configuration not stated),-5,-15,-9,-36,-12,-12,-2.9,-15,36,-3
COc1ccc(-c2csc3nc(C)nc(N4CCC(C)CC4)c23)cc1OC,1,-15,5,7,3,.,0.9,-4,-7,-8
COc1cccc(COC(=O)CCNC(=O)c2ccc(Cl)cc2)c1OC,-8,-3,-11,6,-4,20,-1.2,-13,-6,-2
Cn1c(=O)[nH]c(=O)c2c1nc(N1CCOCC1)n2CCCSc1ncccn1,-2,10,0,1,-3,-2,-1.1,8,-1,1
O=Cc1c(N2CCSCC2)nc2ccccn2c1=O,-13,.,-3,17,.,-22,0.0,2,-17,3
Cc1ccc(NC(=O)CN2C(=O)S/C(=C\c3ccccn3)C2=O)cc1,-16,-3,.,11,85*,-6,-0.9,6,-11,-2
CCO[C@@H]1OC(C(N)=O)=C[C@H](c2ccc(C(F)(F)F)cc2)[C@H]1CCCO,-5,-2,-5,9,-4,0,-1.1,-2,-9,.
COc1ccc(-c2nnc(NC(=O)c3ccc(F)cc3)o2)cc1,-9,.,-9,14,.,-113,-1.7,6,-12,.
CCOC(=O)[C@H]1[C@H]2COc3ccc(C)cc3[C@@H]2N2C(=O)CN(Cc3ccc(Cl)cc3)C(=O)[C@@]12C,0,0,8,-22,-5,.,-1.1,-4,22,.
COc1ccc(C(CNC(=O)c2cc(S(=O)(=O)NCc3ccccc3)ccc2C)N2CCOCC2)cc1 (configuration not stated),9,4,22,15,0,.,-2.7,-11,-15,0
Cc1nc2ncnn2c(C)c1CCC(=O)O,-8,3,.,?,1,-10,-3.1,3,-61,6
COc1ccc(Oc2c(Cl)cnn(-c3ccc(F)cc3)c2=O)cc1,5,-17,1,19,1,.,0.1,7,-19,-4
COc1ccc(C(=O)Nc2nccs2)cc1,-5,43,-9,4,1,2,27,0,-4,-1
COc1ccc(NC(=O)CC(C)c2ccccc2)c([N+](=O)[O-])c1 (configuration not stated),-4,13,-2,-16,0,-19,0.3,0,16,10
Cc1ccc(C(NC(=O)N2CCCC2)C(Cl)Cl)cc1F (configuration not stated),-10,1,0,4,-1,13,-1.9,-6,-4,-2
CCC(SC1=NCCS1)C(=O)Nc1nnc(-c2ccccc2OC)s1 (configuration not stated),-8,8,1,-45,.,5,-0.8,-16,45,.
COC(=O)/C=C1/S/C(=N/NC(=O)c2ccc(OC)cc2)NC1=O,-19,-6,4,-2,-2,-4,-2.4,2,2,-1
Cc1ccc(C(=O)Nc2onc(C)c2C#N)cc1,11,14,-3,20,-2,-18,2.5,-10,-20,1
Cc1cc(/C=C(\C#N)C(=O)NCc2cccs2)c(C)n1-c1ccccc1F,-10,65,-8,-16,7,12,-2.3,7,16,-4
CC(C)N(Cc1ccccc1)C(=O)CC(=O)N(Cc1ccccc1)C(C)C,-11,0,-4,11,0,-2,-1.8,-10,-11,-1
CC(C)C(C(=O)Nc1ccncc1)c1ccc(Cl)cc1 (configuration not stated),-3,3,17,29,9,-9,-1.6,-9,-29,13
COc1cccc(C2CC(=O)Nc3cc(OC)c(OC)c(OC)c32)c1OC (configuration not stated),-11,-8,9,2,-7,25,.,-6,-2,-1
Cc1ccc(C(=O)CSc2nnc(N)s2)c(C)c1,-5,87*,5,0,.,7,-1.6,4,0,.
COCCCN(C(=O)CSCc1c(C)noc1C)c1c(N)n(Cc2ccccc2)c(=O)[nH]c1=O,-13,-1,13,25,0,-19,-1.9,-2,-25,0
Cc1ccc(NC(=O)C2CCCN(S(=O)(=O)c3ccc4[nH]c(=O)ccc4c3)C2)c(C)c1 (configuration not stated),-11,-15,-1,5,4,10,-0.6,-5,-5,.
O=S(=O)(c1ccc(F)c(F)c1F)N1CCN(C(=S)NC2CC3CCC2C3)CC1 (configuration not stated),-4,-3,3,-2,.,-13,-4.5,-1,2,-5
Cc1ccc(NC(=O)Cc2noc3ccccc23)nc1,-3,30,-3,25,-3,12,-2.0,6,-25,1
C=CCc1ccc2oc(C(=O)OCC)cc(=O)c2c1O,-10,.,4,20,-3,-14,0.2,-3,-20,-2
COc1ccc(S(=O)(=O)N2N=C(c3cccc(NS(C)(=O)=O)c3)CC2c2ccco2)cc1 (configuration not stated),-5,2,-4,-16,-2,11,-0.7,-16,16,4
Cc1noc(C)c1CSCC(=O)OCc1nnc(-c2ccc([N+](=O)[O-])cc2)o1,-3,-13,-3,-18,-14,-17,-0.7,-1,18,4
COc1ccc(N2C(=NC(=O)c3ccc(Br)cc3)SC3CS(=O)(=O)CC32)cc1 (configuration not stated),-7,-1,-2,20,0,-38,1.1,-9,-20,-1
O=C(Nc1ccc(Cc2ccncc2)cc1)c1cccc([N+](=O)[O-])c1,3,6,0,1,-3,6,-1.6,5,-1,-4
CC1(c2ccccc2)NC(=O)N(CC(=O)Nc2ccc(S(N)(=O)=O)cc2)C1=O (configuration not stated),2,4,-2,7,1,9,-2.8,-3,-7,34
COc1ccc(CN2CCN(C(=O)c3ccccc3F)CC2)c(OC)c1OC,-5,2,-7,1,1,5,-5.0,-5,-1,0
CCN(CC)CCN1C(=O)c2oc3ccc(F)cc3c(=O)c2C1c1ccncc1 (configuration not stated),4,.,-2,7,.,-24,0.5,0,-7,.
CC(C(=O)Nc1ccc(F)cc1Cl)N(C)CCOc1ccccc1 (configuration not stated),-3,3,3,13,-3,-11,0.6,-1,-13,-21
# Continued:
SMILES,PvdQ acylase,MITF TRPM1 HTS,Rtt109 Vps75,SR-BI uptake up,CAL PDZ FP-1,PfHsp90 yeast 2,CAL PDZ FP-2,dFosB act,SR-BI HDL uptake,NSD2 inh
Cc1cccc(-c2cc3c(nn2)-c2ccccc2C3=O)c1,-6,21,-5,-3,-2,.,-0.5,1,3,0
NC(=O)c1nn2c(C(F)(F)F)cc(-c3ccccc3)nc2c1Br,-1,15,10,-35,2,-11,-1.6,-7,35,1
COc1ccc(Cl)cc1NC(=O)COC(=O)C1CC1,10,.,9,23,-2,-8,-0.9,1,-23,-2
CCc1nccn1CCC(=O)N1CCCC(N2CCN(c3ccccc3F)CC2)C1 (configuration not stated),-10,-2,-8,26,-4,-31,0.3,-3,-26,3
NS(=O)(=O)c1cc(C(=O)OCC(=O)Nc2ccccc2[N+](=O)[O-])ccc1Cl,1,3,9,-9,1,-11,-1.6,-2,9,1
COc1ccc(-c2cc(C(F)(F)F)nc(S(C)(=O)=O)n2)cc1,-1,.,-22,10,-4,.,-1.6,-11,-10,.
COc1ccc(CCNC(=O)CC2Nc3cc(C)c(C)cc3NC2=O)cc1OC (configuration not stated),-6,-6,2,-2,-1,-10,-3.7,1,2,-1
CC(O)CNCCCOc1ccc(Cl)cc1C(C)(C)C (configuration not stated),-7,6,-3,1,-3,8,-0.8,-14,-1,13
CCC(C(=O)NC1CC1)n1nc(C)c2c(C)n(-c3ccccc3)nc2c1=O (configuration not stated),-12,-14,-2,13,0,-6,-2.8,1,-13,-3
Cc1cccc(CNC(=O)C2CCC(=O)N(Cc3ccccc3F)C2)n1 (configuration not stated),5,-2,17,32,-2,2,-1.6,1,-32,-5
CN(CC(=O)Nc1ccccc1Cl)C(=O)COC(=O)c1ccc(S(=O)(=O)C(F)F)cc1,-15,3,2,-3,-3,.,-2.0,-5,3,-1
Cc1nc(-c2cn[nH]c2-c2ccc(O)cc2O)cs1,-4,8,.,6,-3,19,-1.2,1,-6,0

# Printed as active in CAL PDZ FP-1 (from the list above):
SMILES,PvdQ acylase,MITF TRPM1 HTS,Rtt109 Vps75,SR-BI uptake up,CAL PDZ FP-1,PfHsp90 yeast 2,CAL PDZ FP-2,dFosB act,SR-BI HDL uptake,NSD2 inh
Cc1ccc(NC(=O)CN2C(=O)S/C(=C\c3ccccn3)C2=O)cc1,-16,-3,.,11,85*,-6,-0.9,6,-11,-2

# An excerpt of these results, as tab-separated lines.
SMILES	PvdQ acylase	MITF TRPM1 HTS	Rtt109 Vps75	SR-BI uptake up	CAL PDZ FP-1	PfHsp90 yeast 2	CAL PDZ FP-2	dFosB act	SR-BI HDL uptake	NSD2 inh
COc1ccc(CCNC(=O)CC2Nc3cc(C)c(C)cc3NC2=O)cc1OC (configuration not stated)	-6	-6	2	-2	-1	-10	-3.7	1	2	-1
CC(O)CNCCCOc1ccc(Cl)cc1C(C)(C)C (configuration not stated)	-7	6	-3	1	-3	8	-0.8	-14	-1	13
CCC(C(=O)NC1CC1)n1nc(C)c2c(C)n(-c3ccccc3)nc2c1=O (configuration not stated)	-12	-14	-2	13	0	-6	-2.8	1	-13	-3
